Assay outcomes: PubChem, NCI
Growth percent in the NCI-60 one-dose screen (48 h, 10 µM unless noted): 100 = growth as untreated, 0 = no growth, -100 = all killed.
HCT-15: HCT-15 colon cancer | AID 1794746 | actives 5.2% (n = 82,000)
SF-539: SF-539 CNS cancer; actives 6.8% (n = 81,000)
HCT-116: HCT-116 colon cancer | actives 7.3% (n = 82,000)
KM12: KM12 colon cancer cells. actives 5% (n = 82,000). AID 1794800
SF-295: SF-295 CNS cancer cells; actives 5.6% (n = 79,000)
SNB-19: SNB-19 CNS cancer cells; actives 2.5% (n = 81,000)
SNB-75: SNB-75 CNS cancer; actives 5% (n = 79,000)
SW-620: SW-620 colon cancer | actives 5.2% (n = 82,000)
HCC-2998: HCC-2998 colon cancer. actives 4.7% (n = 79,000). AID 1794799
Active calls of the source: *; / = not tested or not shown; & = joins results of further samples. The calls were made as follows: active = growth percent below 10; inactive = the rest.

no.	structure	SF-539	SW-620	HCT-15	SNB-19	HCC-2998
1	Cc1cccc2[nH]c(=O)cc(-n3ncc(C#N)c3N)c12	99	104	103	101	122
2	CCOC(=O)/C(C#N)=C\c1c[nH]c2ccccc12	103	115	94	98	108
3	Cc1ccc(C2=Nn3c(NN)nnc3SC2)cc1	103	114	104	101	111
4	CCc1c(C)c2ccc3oc(=O)c(=O)[nH]c3c2oc1=O	104	102	105	110	97
5	CCCCCC(=O)C(=O)c1ccc(O)cc1O	100	115	97	95	93
6	Clc1cccc(NC2=NCCN=C(Nc3cccc(Cl)c3Cl)SS2)c1Cl	88	106	77	99	79
7	N#CC1(C#N)C2=C(CCCC2)NC(c2ccco2)C1(C#N)C#N (stereo not given)	103	112	109	114	110
8	O=C1CCC(C(=O)NNc2ccc(Br)cc2Br)N1 (stereo not given)	83	109	86	99	100
9	CCOC(=O)CC(C(=O)OCC)N1CCCCC1 (stereo not given)	102	102	114	94	62
10	CCOC(=O)C1=C(C)OC(N)=C(C#N)C1c1cc(=O)oc2ccc(OC)cc12 (stereo not given)	102	108	104	108	98
11	COc1ccc(N)c([N+](=O)[O-])c1	104	103	117	110	91
12	CCOC(=O)CCN(Cc1ccccc1)C(=S)Nc1ccccc1	102	103	100	101	114

no.	SF-295	HCT-116	SNB-75	KM12
1	95	85	82	103
2	107	100	86	109
3	97	102	92	98
4	95	104	96	105
5	103	100	86	112
6	96	79	84	88
7	114	98	101	97
8	88	93	88	56
9	100	100	77	101
10	96	86	104	101
11	102	106	/	102
12	98	102	95	101

Other compounds follow.
no.	structure	SF-539	SW-620	HCT-15	SNB-19	HCC-2998
13	CC(/C=C1\SC(=S)N(N2CCOCC2)C1=O)=C\c1ccccc1	93	96	99	95	101
14	Cn1c(O)c(C(=Nc2ccccc2N)c2ccccc2)c(=O)n(C)c1=O	89	103	93	/	97
15	CC[P+](C)(CC)c1ccccc1	108	108	99	102	106
16	COc1cc(-c2nn(C(C)(C)C)cc2-c2ccnc(NCCCNS(=O)(=O)c3ccc(Br)cc3)n2)ccc1Cl	85	86	63	89	103
17	COc1cc(/C=C/c2cc(/C=C/c3ccc(O)c(OC)c3)n(C(N)=O)n2)ccc1O	-26*	1.0*	4.3*	4.9*	7.8*
18	O=[N+]([O-])c1cccc(N=Cc2ccccc2)c1	100	117	105	118	103
19	NC(N)=Nc1ccc(Oc2cccc(Nc3ccc(Cl)c(C(F)(F)F)c3)c2)cc1	81	30	79	25	20
20	N#CCC(=O)Nc1nnc(-c2cccnc2)o1	101	102	106	106	101
21	CCN(CC)CCNc1ccnc2cc(Cl)ccc12	98&90	95&95	93&92	106	97&102
22	CC(=O)/C=C(\CC(C)C)OC(=O)c1ccccc1	92	102	105	98	83
23	CCOC(=O)c1[nH]cc(-c2ccccc2)c1-c1ccc(OC)cc1OC	102	97	99	97	107
24	Clc1ccc(-c2nnc(Cn3c(Cc4cccc5ccccc45)nc4ccccc43)o2)cc1	94	103	94	106	102

no.	SF-295	HCT-116	SNB-75	KM12
13	102	105	84	102
14	87	90	82	113
15	88	95	87	96
16	67	48	50	80
17	4.9*	-39*	-41*	3.5*
18	97	103	97	112
19	4.3*	28	47	7.0*
20	104	102	/	102
21	105	97&67	87&71	103&94
22	103	94	93	99
23	102	93	87	107
24	95	94	51	96

Filtered by structure: those above containing bromine (2)
no.	structure	SF-539	SW-620	HCT-15	SNB-19	HCC-2998
8	O=C1CCC(C(=O)NNc2ccc(Br)cc2Br)N1 (stereo not given)	83	109	86	99	100
16	COc1cc(-c2nn(C(C)(C)C)cc2-c2ccnc(NCCCNS(=O)(=O)c3ccc(Br)cc3)n2)ccc1Cl	85	86	63	89	103

no.	SF-295	HCT-116	SNB-75	KM12
8	88	93	88	56
16	67	48	50	80

More entries:
no.	structure	SF-539	SW-620	HCT-15	SNB-19	HCC-2998
25	O=C(Nc1ccccc1)Nc1ccccc1C(=O)O	101	102	105	111	105
26	Cn1ccc2cc(NC(=O)Cn3cc(-c4ccc(F)cc4)nn3)ccc21	98	109	112	98	121
27	CC1=C(C(=O)OCC2CCN(C(=O)OC(C)(C)C)CC2)[C@H](c2cccc(C#N)c2)C2=C(CC(C)(C)CC2=O)N1	48	37	24	52	71
28	Fc1cccc(/C=N/Nc2nc(N/N=C/c3cccc(F)c3)nc(N3CCCCC3)n2)c1	103	107	71	96	99
29	COc1c2c(c(OC)c3occc13)OC(C)c1sc3nc(C)[nH]c(=O)c3c1-2 (stereo not given)	114	104	112	91	92
30	Cc1ncc(CO)c2c1OC(C)(C)OC2	106	103	99	109	89
31	Nc1nc(-c2ccccc2Cl)nn1-c1nc2ccccc2s1	99	106	101	102	115
32	COc1ccc(/C=C/CO)cc1	96	103	103	109	103
33	COc1cc(/C=C/c2c(C(C)=O)c(C)nc3ccccc23)cc(OC)c1OC	7.5*	30	25	39	55
34	CC(C)[C@H]1COC(=O)N1[C@@H]1C(=O)N([C@@H](CCC(=O)N2CCN(C3CCCC3)CC2)C(=O)N[C@@H]2CCCc3ccccc32)[C@@H]1/C=C/c1cccc(Cl)c1	69	62	34	57	52
35	CN1CCN(CC#CCOC(=O)CNC(=O)[C@]2(C)CC[C@]3(C)CC[C@]4(C)C(=CC(=O)[C@@H]5[C@@]6(C)CCC(=O)C(C)(C)[C@@H]6CC[C@]54C)[C@@H]3C2)CC1	93	102	101	100	107
36	CC(=O)O[C@H]1C[C@@]2(C)[C@@H]3CCC(C(C)C)=CC3=CC[C@@H]2C(C)(C)C1=O	102	99	99	101	111

no.	SF-295	HCT-116	SNB-75	KM12
25	106	102	96	104
26	103	108	96	101
27	41	27	63	42
28	84	90	115	82
29	103	103	47	84
30	99	106	97	112
31	100	109	109	108
32	106	90	91	101
33	20	24	-34*	29
34	54	33	92	49
35	100	100	83	97
36	102	97	92	98

Remaining list, next part.
no.	structure	SF-539	SW-620	HCT-15	SNB-19	HCC-2998
37	O=C1/C(=C/c2ccc(F)c(F)c2)CN(C(=O)C(Cl)Cl)C/C1=C\c1ccc(F)c(F)c1	-99*	-68*	-75*	-93*	-83*
38	COc1ccccc1Nc1nnc(-c2ccc(O)cc2)o1	36	59	50	73	85
39	CCOC(=O)c1nn(C)c2[nH]c(=O)n(C)c(=O)c12	91	99	103	106	103
40	CCOC(=O)c1[nH]c(CCl)c(C(=O)OCC)c1C	98	103	100	/	104
41	O=c1[nH][nH]c(=O)c2ccccc12	104	101	99	105	105
42	Cc1cc(C(=O)c2ccccc2Cl)ccc1O	97	95	101	109	107
43	c1ccc2c(c1)CCC2c1cc2ccccc2o1 (stereo not given)	92	92	105	99	95
44	Clc1cccc(N/N=C/c2c[nH]c3ccccc23)n1	6.3*	52	19	43	30
45	CCOC(=O)c1cnc2sc(-c3ccc(OC)cc3)nc2c1Cl	104	114	93	104	114
46	O=c1[nH]cc([N+](=O)[O-])c(=O)[nH]1	103	100	105	105	113
47	O=C1/C(=C/c2cccc(Cl)c2)CCc2ccccc21	103	56	94	87	102
48	c1ccc(Cc2cccc[n+]2C(c2ccccc2)c2ccccc2)cc1	57	81	93	58	41

no.	SF-295	HCT-116	SNB-75	KM12
37	-97*	-99*	-85*	-89*
38	60	69	39	21
39	107	115	81	111
40	103	103	97	103
41	96	107	89	100
42	115	98	77	101
43	101	93	87	88
44	50	23	16	10.0*
45	105	88	95	91
46	106	104	/	117
47	85	93	72	88
48	74	49	51	42

More compounds follow:
no.	structure	SF-539	SW-620	HCT-15	SNB-19	HCC-2998
49	CCN(CC)CCCNc1nc(SC)nc(-c2cccc([N+](=O)[O-])c2)c1C#N	97	95	97	93	105
50	CCCCC(CC)COC1CCS(=O)(=O)C1 (stereo not given)	100	114	108	100	101
51	NC(c1ccccc1)c1cccs1 (stereo not given)	97	106	93	104	103
52	c1cc2c(cc1-c1cnc3nonc3n1)OCCO2	87	74	70	90	111
53	CCOC(=O)C1CCN(c2ccc(N3C[C@@H](CNCc4ccc(C(=N)N)cc4)OC3=O)cc2)CC1	94	97	102	99	108
54	C1CN(CC2CCC(CN3CCOCC3)O2)CCO1 (stereo not given)	98	92	101	105	102
55	CC(C)Oc1ccc(/C=C2/NC(=O)NC2=O)cc1	100	107	104	104	100
56	Cc1cc(Nc2nc(N3CCC(N4CCN(C)CC4)CC3)nc3ccccc23)n[nH]1	108	58	82	111	83
57	O=C(CSc1nnc(CN2CCN(c3cc4c(cc3F)c(=O)c(C(=O)O)cn4C3CC3)CC2)o1)c1cccc(Br)c1	102	96	95	86	108
58	CS(=O)(=O)c1ccc(N2N=C(c3ccc(O)c(Cl)c3)CCC2=O)cc1	98	89	90	100	99
59	NC(=O)CC(NC(=O)C(F)(F)F)C(=O)O (stereo not given)	94	103	100	99	/
60	OCCOc1cc(Cl)cc(Cl)c1	115	99	104	105	112

no.	SF-295	HCT-116	SNB-75	KM12
49	101	91	65	100
50	110	99	103	107
51	114	101	84	/
52	103	76	98	84
53	101	99	84	99
54	100	89	97	105
55	94	100	89	105
56	73	36	20	18
57	99	100	84	88
58	120	101	78	89
59	100	100	81	105
60	108	113	95	107

Part of the list above, screen by screen:
#56 Cc1cc(Nc2nc(N3CCC(N4CCN(C)CC4)CC3)nc3ccccc23)n[nH]1
#57 O=C(CSc1nnc(CN2CCN(c3cc4c(cc3F)c(=O)c(C(=O)O)cn4C3CC3)CC2)o1)c1cccc(Br)c1

| Screen / compound no. | 56 | 57 |
| --- | --- | --- |
| SF-539 | 108 | 102 |
| SW-620 | 58 | 96 |
| HCT-15 | 82 | 95 |
| SNB-19 | 111 | 86 |
| HCC-2998 | 83 | 108 |
| SF-295 | 73 | 99 |
| HCT-116 | 36 | 100 |
| SNB-75 | 20 | 84 |
| KM12 | 18 | 88 |

Following part.
no.	structure	SF-539	SW-620	HCT-15	SNB-19	HCC-2998
61	COc1ccc(C2C3=C(COC3=O)N(CCO)c3cc(OC)ccc32)cc1 (stereo not given)	101	93	96	108	/
62	CC(=O)OC[C@H]1OC(Sc2sc(C(=O)c3ccc(Br)cc3)c(N)c2-c2nc3ccccc3s2)[C@H](OC(C)=O)[C@@H](OC(C)=O)[C@H]1OC(C)=O (stereo not given in full)	95	104	100	87	99
63	COCC(O)CN1CCN(Cc2ccc(OC)cc2)CC1 (stereo not given)	111	102	101	106	/
64	Cc1ccc2c(n1)C(=O)C(Cl)=C(Nc1ccccc1C(C)C)C2=O	66	48	28	77	113
65	C1CC(=NN=C2CCSCC2)CCS1	103	85	111	103	103
66	Cc1ccc2c(N)c(C(=O)Nc3ccc(B(O)O)cc3)sc2n1	56	/	65	63	62
67	C[C@H](C(=O)N[C@@H](Cc1ccc(-c2ccc(S(=O)(=O)O)cc2)cc1)C(=O)NC1CC(C)(C)NC(C)(C)C1)c1ccc(-c2ccccc2)c(F)c1	105	93	106	115	97
68	CO[C@@H]1CSS[C@H]1Cn1nc(-c2ccc(Oc3ccccc3)cc2)c2c(N)ncnc21	50	97	67	72	92
69	COCOc1cc2c(=O)c(C)c(C(=O)N[C@@H](Cc3ccccc3)C(=O)C(=O)NCCc3ccc(OC)cc3)oc2cc1OC	97	108	102	96	110
70	CC(=O)Nc1ncc2c(n1)-c1ccc(C(=O)OC(C)C)n1CC2	97	107	101	99	98
71	NC(=O)c1ccsc1Nc1ccnc(C(F)(F)F)c1	106	117	98	102	105
72	O=c1c2sc3ncccc3c2nc2ccccn12	104	96	102	101	124

no.	SF-295	HCT-116	SNB-75	KM12
61	112	97	91	101
62	97	91	74	96
63	124	101	103	114
64	101	25	86	88
65	104	105	78	96
66	79	57	50	62
67	104	83	96	102
68	43	32	113	60
69	104	102	/	100
70	99	107	83	113
71	92	99	119	96
72	95	101	/	104
